# 15-hLO-2 inh: 15-hLO-2 (ALOX15B) enzyme inhibition | O15296 | purified 15hLO-2, xylenol orange hydroperoxide absorbance | Potency, µM (series often up to 57.1 µM), for inactives: top-dose activity change, negative = inhibition, most hits filed as inhibitors | hit rate 0.56% among 110,000; note: potency is the fitted concentration of half-maximal effect; nearly all actives have a fitted effect of over 60% in size; many of its hits are not listed in these tables
#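 Purified human 15hLO-2 (50 nM final) preincubated with compounds 15 min at room temperature in 25 mM Hepes pH 7.5, 0.01% Triton X-100, then 45 uM arachidonic acid added for 90 min; hydroperoxide detected via ferrous/xylenol orange, 573/405 nm absorbance ratio.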
# PNC inhibitor: blocks assembly of the perinucleolar compartment; PC3M PTB-GFP, PNC prevalence imaging, 16 h; active compounds read low; activity change (PNC), negative = inhibition, % at 10 µM; hit rate 3.1% among 140,000; AID 2417;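 active = readout at or below -70, meaning at least 70% loss of cells showing the perinucleolar compartment, a nuclear body marking cancer cells; inconclusive = readout between -30 and a set limit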;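 note: plate controls were DMSO wells for no effect and camptothecin positive control wells for full effect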
#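 PC3M cells stably expressing PTB-GFP, 750–1000 cells/well, treated 16 h at 37 °C with compound (23 nl of library stock), in duplicate. After paraformaldehyde fixation and Hoechst stain, imaged at 20x; PNC prevalence scored by image analysis.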
# IMPase cell inh: membrane-permeable compound that blocks inositol monophosphatase; 120,000 tested, under 10 active; AID 901; inhibition (IP1 accumulation), % at 46.1 µM; CHO-M1 cells, IP1 accumulation, HTRF TR-FRET ratio; active = well fitted curve in the direction sought with a large enough effect in the signal ratio, not every such curve was filed as active; inconclusive = small, poorly fitted or top-dose-only effect, or a change in a side signal; inactive = no such curve, though single readings can be large or run the other way; the % refers to the signal ratio;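 note: cells stimulated with carbachol in lithium chloride buffer; plate controls were DMSO basal wells for no effect and reference inhibitor wells for full effect; higher means more IMPase inhibition seen as more IP1 and lower FRET ratio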
# Target sequence (P97697 whole entry, looked up): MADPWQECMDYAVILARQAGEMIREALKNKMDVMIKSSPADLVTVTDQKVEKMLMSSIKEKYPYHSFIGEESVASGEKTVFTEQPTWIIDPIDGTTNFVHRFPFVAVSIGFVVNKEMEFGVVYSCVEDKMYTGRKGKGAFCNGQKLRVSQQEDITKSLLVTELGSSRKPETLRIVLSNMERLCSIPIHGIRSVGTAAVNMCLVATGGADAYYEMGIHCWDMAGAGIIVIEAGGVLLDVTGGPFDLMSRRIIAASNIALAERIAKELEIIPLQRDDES
#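 In this qHTS, compounds (final up to 46 uM) act on CHO-M1 cells that are then activated through the M1 receptor with carbachol, in pH 7.4 buffer containing 50 mM LiCl, for 30 min. IP1 accumulation is quantified by the IP-One immunoassay.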
# ALOX12 inhib: 12-hLO (ALOX12) enzyme inhibition; P18054; purified 12-hLO, xylenol orange hydroperoxide absorbance; Potency, µM (highest dose often 57.1 µM), for inactives: top-dose activity change, negative = inhibition, actives largely listed as inhibitors; hit rate 0.12% among 150,000; note: potency is the fitted concentration of half-maximal effect; nearly all actives have a fitted effect of over 55% in size; many of its hits are not listed in these tables
# Target sequence (P18054 whole entry, looked up): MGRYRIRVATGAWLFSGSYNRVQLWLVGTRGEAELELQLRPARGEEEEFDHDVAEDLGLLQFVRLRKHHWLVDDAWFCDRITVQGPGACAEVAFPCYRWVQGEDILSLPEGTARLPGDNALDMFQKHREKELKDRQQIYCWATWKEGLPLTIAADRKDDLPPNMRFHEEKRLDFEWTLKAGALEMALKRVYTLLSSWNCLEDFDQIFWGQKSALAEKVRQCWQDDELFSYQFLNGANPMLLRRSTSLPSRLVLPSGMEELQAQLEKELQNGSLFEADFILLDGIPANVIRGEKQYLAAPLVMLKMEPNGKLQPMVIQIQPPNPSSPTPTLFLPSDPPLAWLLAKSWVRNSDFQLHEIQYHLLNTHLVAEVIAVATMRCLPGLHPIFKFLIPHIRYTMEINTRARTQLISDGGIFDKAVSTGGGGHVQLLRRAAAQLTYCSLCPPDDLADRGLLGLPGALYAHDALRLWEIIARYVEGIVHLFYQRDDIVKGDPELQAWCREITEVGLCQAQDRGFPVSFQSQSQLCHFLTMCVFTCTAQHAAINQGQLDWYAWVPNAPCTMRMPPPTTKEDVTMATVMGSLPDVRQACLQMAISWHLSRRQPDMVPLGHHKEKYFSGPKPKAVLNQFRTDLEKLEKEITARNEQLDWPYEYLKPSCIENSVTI
#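 Purified human 12hLO (150 nM), preincubated 15 min with compound, then 40 uM arachidonic acid for 30 min, room temperature, Hepes pH 7.0 with 0.01% Triton X-100. Hydroperoxide detected by ferrous iron/xylenol orange; 573/405 nm absorbance ratio gives reaction progress.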
# Active calls of the source: *; ? = inconclusive; . = not tested or not shown; [ ] = remark or other dose. Unless noted, calls come from the whole dose curve; as a rule, active = well fitted curve in the direction sought with a large enough effect; inconclusive = small, poorly fitted or top-dose-only effect, or another doubt; inactive = no such curve, though single readings can be large; an effect the other way counts as inactive or inconclusive. Unless noted, % is set by controls: 0 for no effect and ±100 for the full control effect.
mol	15-hLO-2 inh	PNC inhibitor	IMPase cell inh	ALOX12 inhib
CCn1c(SCc2ccc(C(=O)Nc3nccs3)cc2)nnc1-c1ccc(N)cc1	-7%	8	9	4%
CCOC(=O)N1CCN(C(=O)c2cccc(NC(=O)c3ccco3)c2)CC1	8%	0	1	-1%
O=C(Nc1nn(Cc2ccccc2F)cc1Br)c1cccs1	-1%	?	18	-3%
CCOC(=O)c1c(C)[nH]c(C)c1C(=O)CSc1nc2ccccc2c(=O)n1-c1ccccc1C	.	-12	.	0%
O=C(COc1ccc(Cl)cc1Cl)NC(=O)N1CCCCC1	-9%	-23	1	-12%
Cc1ccc(NC(=O)CCC(=O)NNC(=O)c2cccc([N+](=O)[O-])c2)cc1C	3%	-20	-4	1%
O=C(c1cnn2c1NC(c1ccc(Br)cc1)CC2C(F)(F)F)N1CCN2CCCC2C1 (stereo not given)	13%	37	7	-17%
COc1ccccc1/C=N/NC(=O)CCSc1ccccc1	.	48	.	-6%
O=C(Nc1ccccc1)N1CCCN(Cc2ccccc2F)C1	6%	-17	-1	3%
COc1ccc(C(=O)C2CN(c3ccccc3)CC2c2ccc(Cl)cc2)cc1 (stereo not given)	-8%	-15	-1	7%
CCOC(=O)C(NC(=O)c1ccc(OC)cc1)(OCC1(CC)COC1)C(F)(F)F (stereo not given)	3%	16	-2	3%
COc1ccccc1N(CC(=O)NC1CCCC1)C(=O)CCC(=O)Nc1cc(C)on1	1%	29	-2	0%
Cn1c(=O)n(Cc2ccc(F)cc2)c(=O)c2c1nc1n2CCCN1Cc1ccccc1	-11%	?	17	3%
COc1ccc(NC(=O)c2cc(-c3cc(C)ccc3O)n[nH]2)cc1Cl	-17%	-25	-2	-7%
CC(=O)NC1C(OCc2ccccc2)OC(CO)C(OC(C)=O)C1OC(C)=O (stereo not given)	.	?	0	-5%
O=C(CCN1C(=O)C2CC=C(Cl)CC2C1=O)NCc1ccccc1 (stereo not given)	.	1	-5	-2%
CCCc1n[nH]c2c1/C(=N\O)CCC2	6%	?	10	3%
CCCC(=O)Nc1ccc(-c2ccc(NC(=O)CCC)cc2)cc1	.	41	-9	-8%
Cc1cn(C(=O)C(C)N2C(=O)c3ccccc3C2=O)c(C)n1 (stereo not given)	-7%	18	5	7%
CN(C)S(=O)(=O)c1ccc2oc(SCC(=O)NCC(F)(F)F)nc2c1	-6%	?	6	-15%

mol	15-hLO-2 inh	PNC inhibitor	IMPase cell inh	ALOX12 inhib
Cc1c(NS(=O)(=O)c2cccc(C(=O)NCc3ccncc3)c2)c(=O)n(-c2ccccc2)n1C	7%	10	2	4%
Cc1csc2ncc(C(=O)NCc3ccco3)c(=O)n12	.	-100*	1	-3%
COc1ccccc1OCC(=O)n1cc(C(=O)c2cc(Cl)cc(Cl)c2O)cn1	.	?	.	6%
Cc1scc(C(=O)NNC(=S)NC(C)c2ccccc2)c1C (stereo not given)	.	?	.	-11%
N/C(=N\OC(=O)c1ccc(Cl)cc1)c1nonc1N	2%	4	4	-1%
O=C(CCN1CCc2ccccc2C1)Nc1ccccc1F	.	440	-4	13%
CCOc1ccccc1CNn1nnnc1N	.	-6	.	-1%
O=C(N/N=C1/C(=O)c2cccc3cccc1c23)c1ccc(Cl)cc1	?	2	-1	-7%
CCSc1nc2ccccc2n1CCC(=O)O	3%	19	-1	-5%
CCC(C)(C)C(=O)Nc1cc([N+](=O)[O-])ccc1F	.	-27	-4	-3%
Cc1ccc(-c2cc(-c3ccccc3)c(C#N)c(Br)n2)cc1	.	15	?	-2%
CC(C)C(OC(=O)C1=Cc2ccccc2OC1)C(=O)NC1CCCC1 (stereo not given)	.	-27	0	-1%
O=C(NCc1ccncc1)C12CC3CC(CC(C3)C1)C2	-7%	44	-4	4%
C=CCOC(=O)C1=C(C)NC(=O)NC1C1CC=CCC1 (stereo not given)	3%	12	2	0%
CC(=O)c1cn(CC(=O)Nc2ccc(C)cc2C)c2ccccc12	.	?	9	-1%
Cc1cc(C)n(C(=O)CCNC(=O)c2ccccc2Cl)n1	.	-29	-6[0.369 µM]	2%
Cc1cccc(-c2noc(CN(C(=O)c3ccc(Br)o3)C(C)C)n2)c1	-4%	-10	-2	-16%
COc1ccc(-c2csc(N3CCN(C(=O)c4ccco4)CC3)n2)cc1	-1%	-28	10	-4%
N#Cc1ccc(/C=C/C(=O)c2ccco2)cc1	.	77	.	-4%
CCOC(=O)N1CCN(C(=O)C(C)(C)Oc2ccc(Cl)cc2)CC1	5%	26	0	1%

mol	15-hLO-2 inh	PNC inhibitor	IMPase cell inh	ALOX12 inhib
COc1ccc(NC(=O)C2CCN(S(=O)(=O)c3ccc(OC)c(OC)c3)CC2)cc1	0%	30	-10	-6%
Cc1ccc2c(c1)N(C(=O)NC1CCCCC1)C(C)(C)CC2C (stereo not given)	-5%	41	1	0%
COc1cc(/C=N/NC(=O)c2ccoc2C)cc(OC)c1O	.	3	.	1%
Cc1cc(NCCCN2CCOCC2)n2ncc(-c3ccccc3)c2n1	18%	-14	?	6%
NC1=NC(=Nc2ccc(Br)cc2)c2ccccc21	.	?	.	-1%
CN=c1scc(C)n1/N=C/c1ccc(O)cc1	-12%	15	5	1%
O=S(=O)(c1cnc(Cl)c(Cl)c1)N1CCCc2ccccc21	.	15	.	1%
CC(C)C(c1nnnn1Cc1ccco1)N1CCN(C2CCCC2)CC1 (stereo not given)	-4%	-20	5	-1%
CCCCN(CCCC)C(=O)c1ccccc1NC(=O)CN1C(=O)c2ccccc2C1=O	0%	42	10	5%
COc1cccc(-c2ccc(C#N)c(SCC(=O)NCCc3ccc(Cl)cc3)n2)c1	.	?	-5	1%
COc1ccc(Br)cc1S(=O)(=O)NCc1ccccc1	.	?	.	-2%
COc1cc(/C=C2/C(=O)NN(c3ccc(Cl)cc3)C2=O)ccc1OC(=O)c1ccco1	.	19	.	?
Cc1csc2nc3ccccc3c(=O)n12	5%[2.29 µM]	?	-7	1%
CCN1C(=O)/C(=C2/Sc3ccccc3N2CCCS(=O)(=O)O)SC1=S	16µM*	1	7	?
CCOC(=O)c1ccccc1NC(=O)CSc1cccc[n+]1[O-]	-2%	66	2	0%
CCN(CC)C(C)CN1c2ccccc2Sc2ccccc21 (stereo not given)	13µM*	.	.	13µM*
O=C(N/N=C/c1sc2ccccc2c1O)c1ccccc1	.	?	14	-5%
O=C(Oc1ccccc1C(=O)N1CCOCC1)c1ccccc1	-2%	23	8	-2%
CC(=O)c1cccc(NS(=O)(=O)N2CCCCC2)c1	2%	-9	0	0%
O=C(N/N=C/c1ccc2c(c1)OCO2)c1cc(-c2ccccc2Cl)nc2ccccc12	.	-18	.	-3%

mol	15-hLO-2 inh	PNC inhibitor	IMPase cell inh	ALOX12 inhib
C=CCn1cnc2scc(-c3ccc(CC)cc3)c2c1=O	-2%	11	1	-7%
O=C(Nc1nncs1)Oc1ccccc1	6%[2.29 µM]	?	-1	1%
CN(C)C(=O)Nc1ccc(Cl)c(Cl)c1	-3%	.	.	-5%
Nn1c(Nc2ccccc2)nc2ccccc21	1%	-28	2	-1%
COc1ccc(N(C)C(=O)CCS(=O)(=O)c2cccc3nonc23)cc1	5%	30	-2	-7%
CCOC(=O)c1c(C)[nH]c(C(=O)COC(=O)c2ccncc2)c1C	-15%	-4	-16	-5%
Clc1ccccc1/C=N/NC1=Nc2cccc3cccc1c23	.	38	.	-1%
CC1CCN(C(=O)C2CCC(CNS(=O)(=O)c3cccc4cccnc34)CC2)CC1 (stereo not given)	-3%	?	-2	3%
CC1Cc2nc(SCC(=O)NCc3ccco3)n(-c3ccccc3)c(=O)c2S1 (stereo not given)	.	2	2	-1%
CCc1ccc(C(=O)/C=C/NCc2ccc(F)cc2)cc1	.	?	-7	-5%
Cc1cc2sc(C(=O)O)c(C)c2s1	.	?	?	2%
COc1ccc(/C=N/n2cc(-c3ccccc3)nc2N)cc1	21%	?	3	0%
C(#CCN1CCOCC1)COC(c1ccccc1)c1ccccc1	.	?	-11[0.369 µM]	2%
Cc1c(C(N)=O)cc([N+](=O)[O-])cc1[N+](=O)[O-]	-1%	.	.	-3%
CC(NC(=O)N(Cc1ccccc1)Cc1ccc2c(c1)OCO2)(C(F)(F)F)C(F)(F)F	8%	7	?	4%
c1c2c(cc3sc(N4CCCCC4)nc13)OCO2	12%	2	8	-5%
COc1ccccc1NC(=O)COc1ccc(C(=O)OCC(=O)N2CCCC2=O)cc1OC	-12%	-4	-4	3%
O=C(N/C(=C/c1cccs1)C(=O)N1CCOCC1)c1ccco1	.	?	.	3%
O=C1c2ccccc2C(Nc2ccc(F)c(Cl)c2)N1c1ccccn1 (stereo not given)	12%	-8	7	-6%
CC(C(=O)NCC1CCCO1)N(C(=O)c1snc(C(N)=O)c1N)c1cccc(F)c1 (stereo not given)	-5%	4	-3	-2%

mol	15-hLO-2 inh	PNC inhibitor	IMPase cell inh	ALOX12 inhib
O=C(COc1ccc(Cl)cc1)Nc1cc(S(=O)(=O)N2CCCCC2)ccc1N1CCCCC1	.	5	.	0%
C=CCn1c(CSc2nc3ccccc3s2)nnc1SCC(=O)NCc1ccccc1	0%	47	5	5%
O=C(CSc1nnc(-c2ccccc2Cl)o1)Nc1ccc2c(c1)OCCO2	.	-13	?	-1%
CCCC(C)NC(=O)C1CCN(S(=O)(=O)c2ccccc2)CC1 (stereo not given)	2%	?	4	2%
COc1ccc(CNc2ccc3cn[nH]c3c2)c(OC)c1OC	12%	34	7	3%
O=C(CN1CCN(Cc2ccccc2)CC1)c1c[nH]c2ccccc12	-5%	-1	-6	2%
Cc1cc(Cl)ccc1OCCCC(=O)NC1CCN(C)CC1	31%[activator]	43	1	3%
CCC(CC)NC(=O)c1n[nH]c(=O)c2ccccc12	7%	-23	1	-3%
O=S1(=O)NC(=NCc2ccccc2)c2ccccc21	-7%	11	2	4%
CCCn1c(=O)[nH]c(=O)c2[nH]cnc21	-6%	?	-5	-3%
Cc1ccc(N2CCN(S(=O)(=O)c3ccc4c(c3)n(C)c(=O)c(=O)n4C)CC2C)cc1 (stereo not given)	.	44	.	-2%
Oc1ccc(C2=Nn3c(nnc3-c3ccco3)SC2)cc1O	?	?	17	?
O=C(NN=C1CCCCCCC1)c1ccccn1	2%	-11	-5	-15%
Cc1nc2nc(C)c(CCC(=O)NCCCN3CCN(c4cccc(Cl)c4)CC3)c(C)n2n1	-3%	5	20	1%
CN1CCN(C2=Cc3ccccc3Oc3ccc(Cl)cc32)CC1	38%[activator]	.	17	2%
COc1ccc2c(c1OC)C(=O)OC2c1c(O)nc(SC)n(-c2ccccc2)c1=O (stereo not given)	-5%	18	8	0%
CC(C)(C)c1nn(-c2ccccc2)c2[nH]c(=O)c(CNCc3ccc4c(c3)OCO4)cc12	47%[activator]	-27	5	-13%
COc1cccc(N2CCN(C3OC(=O)c4ccccc43)CC2)c1 (stereo not given)	3%	8	12	-4%
CCOC(=O)c1ccc2[nH]c3c(c2c1)CCCC3C(=O)OCC (stereo not given)	2%	-22	7	-16%

# Looked up by structure from the list above, 3 records:
mol	15-hLO-2 inh	PNC inhibitor	IMPase cell inh	ALOX12 inhib
CCC(CC)NC(=O)c1n[nH]c(=O)c2ccccc12	7%	-23	1	-3%
C=CCn1c(CSc2nc3ccccc3s2)nnc1SCC(=O)NCc1ccccc1	0%	47	5	5%
Cc1cc(Cl)ccc1OCCCC(=O)NC1CCN(C)CC1	31%[activator]	43	1	3%

# From PubChem BioAssay

# These rows are one share of the data; count on the stated rates, not on these rows.
